Source: PubChem BioAssay
TWEAK-Fn14 inh – inhibitors of TWEAK-Fn14 interaction signaling; inhibition, % at 10 µM; 2% of 360,000 active; TWEAK-stimulated Fn14 reporter cells, luciferase luminescence, 8 h; in the data active means inhibition above about 50%
Shn3 inh set2 – reduces Shn3 3'UTR luciferase signal in osteoblasts; Clone20 osteoblast Shn3 3'UTR firefly luciferase, 24 h; inhibition, % at 12.5 µM; 0.52% of 360,000 active; AID 588674;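 active means mean inhibition of at least 75% with every replicate also reaching 75%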;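 further: 0% = median of neutral control wells and 100% = pilot-screen positive control compound; some compounds past the cut are filed as inactive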
Peg3 prom inh – Peg3 promoter activity inhibition | inhibition, % at 20 µM | 1.7% of 360,000 active | HeLa PEG-Prom luciferase reporter, luminescence, overnight | AID 588405;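 active means inhibition of at least 50% at 20 µM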
NR2E3 ag-1 – activates human NR2E3 receptor. AID 602229. 0.35% of 360,000 active. inhibition of corepressor binding, % at 3.98 µM. Q9Y5X4. CHO-S Gal4-NCOR/VP16-NR2E3 two-hybrid, luciferase;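 active means inhibition above the mean of all tested compounds plus 3 SD, cut at about 70% in these data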;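 further: 0% = DMSO with NR2E3 transfected cells and 100% = cells lacking NR2E3 construct; higher means lower luciferase signal from less NR2E3 corepressor binding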
Target sequence (Q9Y5X4 whole entry, looked up, the tested form may be a part): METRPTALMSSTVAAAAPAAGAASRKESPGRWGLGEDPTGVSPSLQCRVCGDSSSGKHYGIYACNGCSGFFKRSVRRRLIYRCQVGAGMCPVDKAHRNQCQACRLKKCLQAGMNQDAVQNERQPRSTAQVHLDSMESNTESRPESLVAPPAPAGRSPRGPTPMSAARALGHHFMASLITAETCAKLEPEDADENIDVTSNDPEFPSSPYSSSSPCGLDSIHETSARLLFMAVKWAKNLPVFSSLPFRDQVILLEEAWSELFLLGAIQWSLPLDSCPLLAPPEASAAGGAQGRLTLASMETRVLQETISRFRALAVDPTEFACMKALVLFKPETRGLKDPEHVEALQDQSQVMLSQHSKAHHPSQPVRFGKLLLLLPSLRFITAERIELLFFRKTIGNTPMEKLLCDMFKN
TRAIL sens C8 – caspase-8 TRAIL sensitization | NB7+C8 cells + TRAIL, ATPlite viability luminescence | inhibition (viability loss, TRAIL sensitization), % at 10 µM | 1% of 360,000 active;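 active means compounds causing at least 50% loss of cell viability in the single-dose screen, relative to plate controls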
CF NFkB block – cystic fibrosis NF-kB activation inhibition | KKLEB NF-kB-GFP reporter, PAF-induced, GFP fluorescence overnight | inhibition, % at 5 µM | AID 588850 | 0.86% of 360,000 active;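 active means at least 50% inhibition at 5 µM, scaled per plate between neutral and stimulator controls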;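 further: PAF is a Pseudomonas aeruginosa culture filtrate used as stimulus; plate controls were PAF-stimulated DMSO wells for no effect and unstimulated DMSO wells for full effect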
TRPM1 prom inh – MITF TRPM1 promoter inhibition in SK-MEL-5 cells; SK-MEL-5 TRPM1 promoter luciferase, 24 h; inhibition, % at 12.5 µM; 0.83% of 330,000 active; AID 488899;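 active means mean inhibition across replicates of 60% or more, whatever share of single replicates reaches that level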; further: values of inactives mirror those of a sister screen read the other way
TROY signal inh – blocks TROY-dependent signaling in reporter cells; Q293 LMP1-TROYcd NF-kB luciferase reporter, 4 h; inhibition, % at 10 µM; 0.98% of 360,000 active;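 active means compounds whose plate-normalised and pattern-corrected inhibition of the luciferase reporter signal at the single screening dose is 50% or more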
KKLEB tox – reduces viability of KKLEB cystic fibrosis airway cells. KKLEB CF airway cells viability, ATPlite luminescence, overnight; active compounds read low; cells stimulated with P. aeruginosa culture filtrate. activity change (cytotoxicity), % at 5 µM. 0.36% of 360,000 active;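 active means corrected activity change at or below -50% at 5 µM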
NR2E3 ag-2 – agonists of human nuclear receptor NR2E3; 0.12% of 320,000 active; AID 2300; inhibition of corepressor binding, % at 4.78 µM; GST-NR2E3/biotin-RetCOR TR-FRET, 1536-well;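 active means percent inhibition above the cutoff of mean plus 3 SD of all tested compounds, set per screening campaign, cut at about 20% in these data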;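 further: 0% = DMSO wells and 100% = biotin wells as full block of FRET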
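Test system – NR2E3–RetCOR corepressor complex · Quantity – NR2E3 fusion 1.35 nM · Buffer or medium – Tris pH 7.5 · Incubation – Compound–protein incubation for 5 h at 4 °C · Technique – TR-FRET, Eu(K)-anti-GST donor, streptavidin-D2 acceptor, ex 340, em 617/671 nm · Evaluation – percent inhibition of 671/617 nm emission ratio versus biotin and DMSO controls · Plate – 1536-well format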
HIF-2a inh – inhibitors of HIF-2a; AID 624352; 0.72% of 360,000 active; inhibition, % at 18.8 µM; 786-0 RCC cells HIF-2a reporter, luciferase luminescence, overnight;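 active means inhibition of the luminescence signal of 40% or more relative to plate controls, in a single-dose primary screen at 18.75 µM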
* marks the source's active call; other numbers are inactive results; x = not tested or not shown. These rows are one share of the data, so the mix of outcomes need not match the whole.

Results follow in this order: NR2E3 ag-2, TRPM1 prom inh, Shn3 inh set2, Peg3 prom inh, TRAIL sens C8, KKLEB tox, CF NFkB block, NR2E3 ag-1, TWEAK-Fn14 inh, HIF-2a inh, TROY signal inh
COc1ccc(N(C)C(=O)c2cc3c(s2)-c2c(C)cccc2OC3)c(OC)c1
→ 1, 4, x, -18, -4, 4, -15, 9, -23, -5, 0
Cc1nnc(SCCc2ccccc2)[nH]c1=O
→ 2, -6, -3, 0, -19, 2, -13, -6, 17, 11, 1
N#Cc1sc(NCc2ccccn2)nc1Cl
→ 2, -5, -5, 3, -6, 9, -16, -24, 10, 0, -9
O=C(CS(=O)(=O)Cc1ccccc1)N1CCN(C(=O)c2ccco2)CC1
→ 1, 1, -1, 7, 7, 0, -6, 9, -2, 23, 6
O=C1CCN(C(=O)Nc2cccc(Cl)c2)N1
→ 3, -6, -7, 14, 11, -12, 14, 10, 5, -9, 4
O=C(COc1cccc(C(F)(F)F)c1)Nc1ccc(S(=O)(=O)N2CCCC2)cc1
→ 0, -1, 18, 45, 8, -5, 3, -10, 19, 19, 20
CCN(CC(=O)Nc1ccc2c(c1)OCCO2)C(=O)CC(NC(C)=O)c1ccccc1 (stereo not drawn)
→ 2, 3, -13, -2, -12, 10, -7, -1, 15, -13, -4
c1coc(-c2nc3c4c5c(sc4ncn3n2)CCCC5)c1
→ 1, -18, 7, -15, -9, 10, -34, -11, 5, -50, -20
N#C/C=C\Oc1ccc(Cl)cc1N
→ -2, 32, 18, -1, 0, -5, 2, -2, 7, -3, 1
CC(/C=C/c1ccccc1F)=N\NC(=O)c1ccc(Cl)cc1
→ 0, 4, 3, -13, 0, 4, 8, -36, 5, -5, -25
CN(CCc1ccccn1)C1CCCN(S(=O)(=O)c2ccc(F)c(Cl)c2)C1 (stereo not drawn)
→ 2, -5, 13, 19, -1, 2, -20, -24, -13, 11, -3
CCOC(=O)c1cnc(SC2CC(=O)N(c3cccc(OC)c3)C2=O)nc1N (stereo not drawn)
→ 1, -3, 6, 4, -3, -4, -4, -1, -11, 13, 11
CCN(CC)C(=S)SCC(=O)Nc1ccc(F)cc1
→ -2, -6, -9, -21, -13, 2, 3, 16, 0, -26, -10
O=C(NC1CCS(=O)(=O)C1)c1cnccn1 (stereo not drawn)
→ 1, -9, -13, 2, 1, -1, -1, -11, 1, 7, 4
O=C(Oc1coc(CSc2ncccn2)cc1=O)c1cccc([N+](=O)[O-])c1
→ -1, 14, x, 28, -11, -1, 12, -16, 4, 21, 11
CCOc1ccc(NC(=O)COC(=O)C23CC4CC(CC(C4)C2)C3)c([N+](=O)[O-])c1
→ -1, -9, 12, 16, -5, -13, 5, 3, -19, 13, -29
Cc1ccsc1/C=N/Nc1ncnc2nc[nH]c12
→ -7, -60, -45, -187, 3, 4, -12, -67, 0, -229, -35
Cc1ccc(-c2nc3ccccn3c2NC(=O)c2ccco2)cc1
→ -1, 10, -1, 5, -14, 4, -7, 2, 0, 4, 2
COc1ccc(-c2ccc(CN3C(C)C(=O)N(Cc4cn(CCC5OCCO5)nn4)CCS3(=O)=O)cc2)cc1OC (stereo not drawn)
→ x, x, 9, 2, 10, 15, 0, -20, 8, 12, 7
O=C1CSc2ccc(S(=O)(=O)N3CCN(c4ccccc4)CC3)cc2N1
→ 0, 0, -12, 4, -2, 3, 1, 27, 7, 6, 9

Record cards, from the list above. Values in the order: NR2E3 ag-2, TRPM1 prom inh, Shn3 inh set2, Peg3 prom inh, TRAIL sens C8, KKLEB tox, CF NFkB block, NR2E3 ag-1, TWEAK-Fn14 inh, HIF-2a inh, TROY signal inh
Results for O=C1CSc2ccc(S(=O)(=O)N3CCN(c4ccccc4)CC3)cc2N1 → 0, 0, -12, 4, -2, 3, 1, 27, 7, 6, 9
Results for CCN(CC)C(=S)SCC(=O)Nc1ccc(F)cc1 → -2, -6, -9, -21, -13, 2, 3, 16, 0, -26, -10

Going on with the list:
Results follow in this order: NR2E3 ag-2, TRPM1 prom inh, Shn3 inh set2, Peg3 prom inh, TRAIL sens C8, KKLEB tox, CF NFkB block, NR2E3 ag-1, TWEAK-Fn14 inh, HIF-2a inh, TROY signal inh
O=C(Cc1ccc([N+](=O)[O-])cc1)Nc1cccnc1
→ 1, -9, 0, 3, -5, 9, 4, -12, 13, 13, -12
COc1ccccc1N=Nc1c(C)[nH][nH]c1=O
→ -2, 6, -27, 10, -13, 1, -12, -34, -18, -43, 0
COc1cccc(NC(=O)CN(C)C(=O)c2cc(-c3ccc(F)cc3)nc3ccccc23)c1
→ 2, -20, 13, 63*, 14, -19, 1, -13, 40, -8, 20
O=C(Nc1ccc2nc(-c3ccccc3)[nH]c2c1)c1cccs1
→ -1, -67, -11, -171, 25, 16, -46, -96, -58, -250, -33
Cc1nc2cc(C)c(C)cc2o1
→ x, 6, 9, -14, -12, 12, -12, 15, 17, 5, 5
CCOC(=O)C(NC(C)=O)C(=O)O (stereo not drawn)
→ -2, 8, 13, 15, -4, -7, 12, -15, 1, 11, 19
O=C(CN1C(=O)NC2(CCCCCC2)C1=O)c1ccc(Cl)s1
→ -4, -20, -7, -35, 3, -23, 17, -14, -8, -28, -25
Cc1ccc(Cn2cc(CN3CC(N4CCN(Cc5ccccc5F)CC4)CS3(=O)=O)nn2)cc1 (stereo not drawn)
→ x, x, x, x, -1, x, x, 4, 19, 11, 3
O=C(OCc1c(F)cccc1Cl)c1cc([N+](=O)[O-])ccc1N1CCOCC1
→ -1, -8, 13, 21, 5, -4, -3, -6, -11, -3, -17
CN(C(=O)c1nn(C)c2c1CS(=O)(=O)c1ccccc1-2)c1cccc(Cl)c1
→ 4, -3, -9, 1, 8, -5, 2, -18, -5, 2, 0
CCOc1ccccc1Nc1nc2ccc(C)cc2n2cnnc12
→ x, 7, 6, 4, -7, -11, -16, -38, -11, 14, -3
CCOC(=O)N1CCN(C(=O)C(NC(=O)C2CCC(C)CC2)C(C)C)CC1 (stereo not drawn)
→ 3, 10, -5, -1, 1, 5, -7, 0, -13, 7, 11
O=C(NCc1n[nH]c(=S)n1-c1cccc(C(F)(F)F)c1)c1ccc(S(=O)(=O)N2CCCCC2)cc1
→ -4, x, -5, 6, -3, 8, 6, 5, 9, 17, -20
CSc1ccccc1NC(=O)CN(c1cc(C)cc(C)c1)S(C)(=O)=O
→ 1, 7, -13, 20, -7, -2, 7, -8, 15, 16, 11
Cc1cc(=O)n(Cc2ccco2)c(=S)[nH]1
→ x, x, 0, 1, -17, 2, 15, -4, -14, 2, -16
C=CCOc1ccc(C2/C(=C(\O)c3ccc4c(c3)CC(C)O4)C(=O)C(=O)N2CCN2CCOCC2)cc1OCC (stereo not drawn)
→ 0, 7, 8, 6, 4, -1, -26, -6, -5, -11, 16
COc1cc(-c2cc(C(=O)Nc3cc(S(=O)(=O)N4CCOCC4)ccc3O)c3ccccc3n2)cc(OC)c1OC
→ x, 4, 20, 27, -2, 8, -27, 18, 10, 14, 2
O=C(OCC(=O)N1CCc2ccccc21)c1ccccc1
→ -2, -34, -80, -133, -13, 2, 9, -43, -25, -40, -65
CN(C)c1ccc(C=NNC(=S)Nc2ccc(F)cc2)cc1
→ x, -56, -62, -325, 1, 4, -15, 9, 9, -228, -31
Cc1ccc(C=NNc2ccc([N+](=O)[O-])cn2)cc1
→ x, -129, -96, -383, 4, 5, -21, -119, -10, -246, -60
CC(C)N1CCC(N2CCN(C3CCCC3)CC2CCO)CC1 (stereo not drawn)
→ 4, 9, -17, -2, 0, -4, -1, 10, -6, 4, -8
O=C(NNC1=Nc2ccccc2SC1)c1ccccc1F
→ 5, 4, -10, -41, 17, -2, -14, -7, -6, -106, -8
CN(C)c1cccc(C(=O)n2cc(C(=O)c3cc(F)ccc3O)cn2)c1
→ 5, -11, -58, -44, -12, 7, 26, -163, 24, -66, -35
O=S(=O)(c1ccc(Cl)cc1)N1CCN(Cc2c[nH]c3ccccc23)CC1
→ -2, 10, 9, -4, -7, 11, -8, 0, 16, 9, -8
Cc1ccc(-n2nc3c(c2NC(=O)c2ccco2)CS(=O)(=O)C3)cc1
→ -1, -1, -10, 9, -17, 26, -34, -22, -5, 3, -7
CN(C)CC/C=C1\c2ccc(F)cc2Sc2cc(F)c(Cl)cc21
→ -4, x, 23, 16, -5, -12, 12, -1, -23, -20, -51
CCOC(=O)c1sc(C)c2c(=O)n(CCc3ccccc3)nnc12
→ 0, 0, 6, -17, 2, -8, 8, -16, 10, -16, 0
COc1ccc(C(C(=O)NC2CCCCC2)N(C(=O)c2cccs2)c2ccc3c(c2)OCO3)cc1 (stereo not drawn)
→ 2, 5, 17, 11, 1, -70*, 47, -1, 4, -7, -8
C=C1CCN([C@@H](Cc2ccccc2)C(=O)NCc2ccccc2)S(=O)(=O)c2ccccc21
→ 5, 9, -2, 13, -17, -3, 2, 17, 11, 14, -6
COc1ccccc1/C=C1\SC(=S)N(CCC(=O)Nc2cc(C)on2)C1=O
→ 4, 4, 15, -26, -18, 6, 6, -8, 39, 24, 7
NNC(=O)CCN1CCCCC1
→ 2, -5, -47, -6, 25, -3, -3, -7, 86*, 69*, 70*
CCOC(=O)N1CCN(Cc2nc(-c3ccc(Cl)cc3)no2)CC1
→ 2, 7, 16, -5, -4, -3, -10, 16, 38, -8, 22
O=C(Nc1cc(S(=O)(=O)Nc2ccc(Cl)cc2)ccc1N1CCCCC1)c1ccc(F)cc1Cl
→ 1, -2, 7, 33, 5, -2, 34, -29, 32, -1, 10

In the list so far, 8 have an aryl methoxy group:
Results follow in this order: NR2E3 ag-2, TRPM1 prom inh, Shn3 inh set2, Peg3 prom inh, TRAIL sens C8, KKLEB tox, CF NFkB block, NR2E3 ag-1, TWEAK-Fn14 inh, HIF-2a inh, TROY signal inh
COc1ccc(N(C)C(=O)c2cc3c(s2)-c2c(C)cccc2OC3)c(OC)c1
→ 1, 4, x, -18, -4, 4, -15, 9, -23, -5, 0
CCOC(=O)c1cnc(SC2CC(=O)N(c3cccc(OC)c3)C2=O)nc1N (stereo not drawn)
→ 1, -3, 6, 4, -3, -4, -4, -1, -11, 13, 11
COc1ccc(-c2ccc(CN3C(C)C(=O)N(Cc4cn(CCC5OCCO5)nn4)CCS3(=O)=O)cc2)cc1OC (stereo not drawn)
→ x, x, 9, 2, 10, 15, 0, -20, 8, 12, 7
COc1ccccc1N=Nc1c(C)[nH][nH]c1=O
→ -2, 6, -27, 10, -13, 1, -12, -34, -18, -43, 0
COc1cccc(NC(=O)CN(C)C(=O)c2cc(-c3ccc(F)cc3)nc3ccccc23)c1
→ 2, -20, 13, 63*, 14, -19, 1, -13, 40, -8, 20
COc1cc(-c2cc(C(=O)Nc3cc(S(=O)(=O)N4CCOCC4)ccc3O)c3ccccc3n2)cc(OC)c1OC
→ x, 4, 20, 27, -2, 8, -27, 18, 10, 14, 2
COc1ccc(C(C(=O)NC2CCCCC2)N(C(=O)c2cccs2)c2ccc3c(c2)OCO3)cc1 (stereo not drawn)
→ 2, 5, 17, 11, 1, -70*, 47, -1, 4, -7, -8
COc1ccccc1/C=C1\SC(=S)N(CCC(=O)Nc2cc(C)on2)C1=O
→ 4, 4, 15, -26, -18, 6, 6, -8, 39, 24, 7
